Assay outcomes deposited in PubChem BioAssay by several laboratories.
Yfh1-off respiration – enhancers of respiration in Yfh1-depleted yeast, dose response, Friedreich's ataxia, plus single-dose screen (AID 1465) | S. cerevisiae Yfh1-off respiration, WST-1 reduction, 72 h; higher fold induction means a stronger effect | 220,000 tested, 0.074% active | fold induction at 50 µM; hits with a dose series show EC50 in µM;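 active = fold induction of absorbance versus untreated yeast above a set limit, then at least 30% activation at any dose in follow-up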;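 note: activators that raise dye reduction in frataxin-depleted yeast; strong numbers were not always called active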
MT stabilizer – microtubule stabilization, imaging screen. HeLa tubulin immunostaining HCS, 24 h; share of cells brighter than vehicle mean+2SD. % tubulin-high responders, % at 10 µM. 200,000 tested, 0.83% active. AID 2205;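 active = plate Z-score above 3 for both tubulin-high and condensed-nucleus cell shares, with cell loss under 80%, at 10 µM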;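 note: anti alpha tubulin signal scored within the nucleus-defined area of each cell; some results filed as inactive read as strong as hits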
bCat nuc transl – alters nuclear translocation of beta-catenin in HeLa cells; immunofluorescence imaging; 190,000 tested, 0.3% active; AID 1665; nuclear translocation activity, % at 5 µM;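 active = nuclear translocation activity above 50% at 5 µM, with a well cell count of 50 or more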;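 note: per-cell ratio of nuclear to cytoplasmic median beta-catenin stain intensity; plate controls were DMSO negative control for no effect and GSK-3 inhibitor IX positive control for full effect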
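System: HeLa cells, endogenous beta-catenin; compound dosing: 5 µM primary single dose, 0.1% DMSO, 0.02–20 µM confirmation series; incubation: 24 h compound exposure at 37°C, 5% CO2; signal: beta-catenin immunofluorescence imaging with DAPI; evaluation: % activation, nuclear-to-cytoplasmic median beta-catenin signal ratio per cell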
Autophagy mod – alters autophagy in cells | MEF GFP-LC3 puncta imaging; test concentration mostly 10 µM | calls only at 10 µM (by protocol) | 190,000 tested, 0.98% active | AID 463193;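 active = percentage of spot-positive cells more than 3 SD above its plate mean, without a fluorescence outlier flag or 80% toxicity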;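 note: spot-positive cell cutoff set from DMSO-treated cells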
WT yeast gro inh – growth inhibition of WT yeast, mitochondrial fusion screen | 190,000 tested, 2.1% active | AID 1362 | mitochondrial fusion phenotypic screen, WT strain | inhibition, % at 10 µM; in the data active = inhibition above about 58%; tested in S. cerevisiae
Dynein transport – blocks dynein driven cargo transport along microtubules | 3617.4 mouse cells, GR-EGFP nuclear translocation imaging; test concentration mostly 20 µM; stimulated with dexamethasone, 1 µM; stronger effect = lower value | z-score, hits read low | 220,000 tested, 0.47% active | AID 1381;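 active = plate z-score of nuclear minus cytoplasmic receptor signal below a set negative limit, without overly bright fluorescence or cell loss, cut at about -3.5 in these data, passing the limit was not always enough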;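 note: z-score of nuclear minus cytoplasmic ring GR-EGFP intensity difference per well; some compounds called inactive have numbers as strong as hits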
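Medium: Induction medium lacking tetracycline, stripped serum | Probe or stimulus: 1.0 µM final dexamethasone stimulus | Schedule: 48 h induction, then 1 h compound, then 30 min agonist, 37 °C | Signal: Automated 10x imaging of fixed Hoechst-stained cells | Evaluation: Per-cell GR-EGFP intensity, nucleus versus surrounding cytoplasmic ring, well-averaged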
P. falciparum M17LAP – P. falciparum M17LAP inhibitors, primary screen, biochemical, fluorogenic H-Leu-NHMec substrate, 1536-well (AID 1619); recombinant M17LAP, H-Leu-NHMec fluorogenic kinetic assay; higher % means a stronger effect; one-dose inhibition, % at 30 µM; IC50 in µM for titrated hits; 220,000 tested, 0.38% active;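 active = compound inhibiting the enzyme by more than half at any dose during confirmatory dose-response retesting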;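 note: plate controls were full reaction with DMSO carrier for no effect and no enzyme background for full effect; strong numbers were not always called active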
T cell modulator – T cell immune modulation candidate; 2C CD8+ T cell-vesicle binding, flow cytometry; stronger effect = lower value; calls only at 7 µM; 330,000 tested, 0.068% active;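 active = response, share of CD8 T cells binding vesicles, and their 90th percentile fluorescence all below set limits, cut at about 80% in these data, passing the limit was not always enough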
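Test system: purified 2C TCR transgenic mouse naive CD8+ T cells. Probe or stimulus: QL9-peptide-loaded Drosophila micro-vesicles bearing Ld, ICAM-1 and B7-1. Incubation: binding step 1.5 h, 37 °C, antibody labelling 20 min, ice. Measured by: flow cytometry of vesicle-bound cells.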
M1AAP inhibition – P. falciparum M1AAP inhibitors, biochemical, fluorogenic H-Leu-NHMec substrate, 1536-well (AID 1445); recombinant M1AAP, H-Leu-NHMec fluorogenic kinetic assay; higher % means a stronger effect; one-dose inhibition, % at 30 µM; IC50 in µM for titrated hits; 220,000 tested, 0.42% active;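 active = primary inhibition above the hit cutoff, then over 50% inhibition at one or more dose response concentrations, cut at about 23% in these data, passing the limit was not always enough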;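 note: plate controls were DMSO full reaction for no effect and no enzyme background for full effect; strong numbers were not always called active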
WT yeast gro inh mutant strain – second read-out of WT yeast gro inh, no call of its own (marks repeat the call); inhibition, %; mitochondrial fusion phenotypic screen, mutant strain inhibition
Dynein transport cytoplasmic EGFP – second read-out of Dynein transport, no call of its own (marks repeat the call); z-score; measured here: cytoplasmic GR-EGFP intensity; stronger effect = higher value
Dynein transport nuclear GR-EGFP – further read-out of Dynein transport, marked with its call; z-score; measured here: nuclear GR-EGFP intensity;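 lower value marks the stronger effect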
Dynein transport cell count – also measured in Dynein transport; calls as there; z-score; measured here: cell count per field
bCat nuc transl cell count 5 µM – also measured in bCat nuc transl; calls as there; cell count; measured here: cell count, cytotoxicity flag
T cell modulator vesicle-bound % – further read-out of T cell modulator, marked with its call; double positive events, %; measured here: CD8+ vesicle-bound cell fraction;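 binding gate set so that unloaded-vesicle control wells show 10% double positive cells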
MT stabilizer Hoechst-high % – recorded beside MT stabilizer, whose call it bears; % Hoechst-high responders; measured here: nuclear condensation Hoechst responders;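 share of cells brighter than vehicle mean plus two SD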
MT stabilizer cytotoxicity % – further read-out of MT stabilizer, marked with its call; toxicity, %; measured here: cytotoxicity by cell density;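 0% = mean cell density of plate MIN control wells and 100% = no cells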
Autophagy mod cell loss 18 h – further read-out of Autophagy mod, marked with its call; toxicity, %; measured here: cell loss, nuclei count;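 cell loss after 18 h compound exposure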
* = called active by the depositor; i = inactive; nt = not tested or not shown.

SMILES | Yfh1-off respiration | MT stabilizer | MT stabilizer Hoechst-high % | MT stabilizer cytotoxicity % | bCat nuc transl | bCat nuc transl cell count 5 µM | Autophagy mod | Autophagy mod cell loss 18 h | WT yeast gro inh | WT yeast gro inh mutant strain | Dynein transport | Dynein transport cytoplasmic EGFP | Dynein transport nuclear GR-EGFP | Dynein transport cell count | P. falciparum M17LAP | T cell modulator | T cell modulator vesicle-bound % | M1AAP inhibition
Cc1cccc(NC(=O)c2oc(=O)c3ccccc3c2-c2ccccc2)c1C | i | 4.1 | 4.0 | 11 | 0.5 | 465 | i | -3 | -5 | -15 | 1.2 | -0.3 | 0.14 | -0.25 | -8% | i | 5 | 2%
COc1ccc(/C=N/S(=O)(=O)c2ccc(C)cc2)cc1 | i | 1.7 | 2.6 | 8.7 | -0.6 | 1038 | i | 13 | -9 | -3 | -0.91 | -0.2 | -0.44 | 0.33 | 5% | i | 32 | 13%
CCCCn1c(SCC(=O)Nc2cc(C)on2)nnc1-c1cccnc1 | i | 2.9 | 1.3 | 5.8 | -1.3 | 1026 | i | 0 | 1 | -2 | -0.87 | -0.23 | -1.1 | 1.1 | -2% | i | 14 | 2%
Cc1ccccc1NC(=O)c1c(C)nn(-c2ccccc2)c1Cl | i | 3.0 | 3.0 | 1.2 | -1.6 | 461 | i | 2 | 2 | 4 | -0.12 | 0.19 | 0.068 | 0.63 | -6% | i | 52 | 2%
CSCCC(Nc1ccc(S(=O)(=O)N2CCOCC2)cc1[N+](=O)[O-])C(=O)OCC(=O)NCC(C)C (stereo unspecified) | i | 2.1 | 4.3 | 8.0 | 1.6 | 944 | i | 5 | -7 | -7 | -0.64 | -0.31 | -0.78 | 1.2 | -5% | i | 12 | 4%
CCOC(=O)N1CCN(CC(=O)Nc2ccc(F)c(F)c2F)CC1 | i | 2.6 | 3.4 | 5.6 | -0.1 | 1147 | i | 3 | -2 | 4 | -0.53 | -0.3 | -0.11 | 0.86 | 0% | i | 21 | 5%
O=C(NN1C(=O)c2ccccc2C1=O)C1CC2CCC1C2 (stereo unspecified) | i | 2.2 | 1.4 | 0.8 | -2.2 | 1206 | i | -2 | -13 | 3 | -1.4 | -0.25 | -0.56 | 1.6 | 7% | i | 49 | 5%
Cc1cc(C)c(C#N)c(SCC(=O)NC(C)(C)C)n1 | i | 5.3 | 3.6 | 6.6 | nt | nt | i | 1 | -5 | 0 | 0.3 | -0.1 | 0.49 | -0.57 | 2% | i | 36 | 21%
CCN(CC)S(=O)(=O)c1ccc(Cl)c(C(=O)NCc2ccccc2Cl)c1 | i | 3.6 | 1.8 | 3.3 | 3.3 | 1379 | i | 4 | -16 | -20 | -0.26 | -0.21 | -0.03 | 1.1 | -14% | i | 56 | -14%
COC(=O)C(O)(CC(=O)Nc1cc(Cl)ccc1Cl)C(F)(F)F (stereo unspecified) | i | 3.5 | 2.5 | 3.2 | -3.7 | 574 | i | -3 | 2 | 1 | -0.063 | -0.25 | -0.18 | 0.63 | 26% | i | 45 | -2%
O=[N+]([O-])c1cccc(Cl)c1CSc1ccccn1 | i | 1.2 | 1.2 | 9.0 | 1.2 | 968 | i | 34 | 7 | -29 | 0.66 | -0.15 | 0.15 | -0.61 | -5% | i | 54 | 3%
COc1ccc2cc(C(N)=O)c(=Nc3ccc(C)cc3)oc2c1 | i | 3.8 | 1.4 | 6.5 | 1.3 | 1158 | i | 30 | -7 | 3 | 2.2 | -0.17 | 1.2 | -1.2 | -4% | i | 18 | -6%
O=C(CSc1ccc(Cl)cc1)N1CCN(c2ccc([N+](=O)[O-])cc2Cl)CC1 | i | 3.6 | 3.0 | 6.6 | -1.1 | 991 | i | -37 | 24 | -14 | 0.3 | -0.14 | -0.28 | -0.44 | 10% | i | 61 | 1%
Cc1cc(C)cc(N(C(=O)c2sc(C)nc2C)C(C(=O)NC(C)(C)C)c2ccncc2)c1 (stereo unspecified) | i | 1.7 | 1.2 | 1.7 | -1.7 | 1115 | i | -42 | -17 | -9 | 0.91 | -0.23 | 0.63 | -0.36 | 1% | i | 16 | 5%
O=C(c1ccc(N2CCOCC2)cc1[N+](=O)[O-])N1CCOCC1 | i | 2.8 | 1.9 | 3.7 | -2.7 | 1093 | i | 16 | -3 | 1 | -0.16 | -0.32 | 0.03 | 0.58 | -5% | i | 50 | 0%
CC(C)OCC(O)CS(=O)Cc1ccccc1 (stereo unspecified) | i | 1.2 | 1.6 | 8.4 | nt | nt | i | 1 | 34 | 5 | -0.8 | -0.31 | -0.41 | 0.46 | 1% | i | 46 | 8%
C[C@H](NC(=O)c1nc[nH]c1C(=O)N1CCc2ccccc2C1)C(=O)OC(C)(C)C | i | nt | nt | nt | 0.4 | 1156 | nt | nt | nt | nt | -0.033 | -0.73 | 0.092 | -0.17 | -3% | i | 15 | 6%
Cc1oc(-c2cc(F)ccc2F)nc1CN1CCN(c2ncnc3ccccc23)CC1 | i | 2.4 | 2.1 | 11 | -3.9 | 1012 | i | 1 | -2 | 1 | -1.8 | -0.22 | -1 | 1.1 | 2% | i | 37 | 12%
c1ccc(-c2cc3c(N4CCN(c5ncccn5)CC4)ncnc3s2)cc1 | i | 2.4 | 3.0 | 5.0 | -0.8 | 1082 | i | 4 | 0 | -5 | 0.81 | -0.3 | -0.17 | -0.27 | 0% | i | 44 | 3%
CCC(CC)NC(=O)Nc1cccc(C)c1C | i | 1.8 | 1.5 | 9.5 | 1.9 | 939 | i | 13 | 4 | -2 | -0.51 | -0.2 | -0.15 | 0.41 | 2% | i | 57 | 1%
C#Cc1ccc([C@H]2C=C(C(=O)N3CCN(Cc4ccccc4)CC3)O[C@@H](OCC)[C@@H]2CCCO)cc1 | i | 5.9 | 2.1 | 10 | -0.2 | 1146 | i | 6 | -6 | -15 | -0.86 | -0.3 | -0.18 | 0.64 | -2% | nt | nt | 7%
Cc1ccc(-c2nn(C)c(=O)c3ccccc23)cc1S(=O)(=O)NCCN1CCOCC1 | i | 1.8 | 2.8 | 9.0 | -1.0 | 1056 | i | 0 | 11 | 18 | -1.2 | -0.24 | -0.54 | 1.1 | -6% | i | 4 | -1%
Brc1ccc(-c2ncc(-c3ccccc3)cn2)cc1 | i | 1.7 | 2.2 | 4.5 | nt | nt | i | -36 | -3 | 2 | -0.89 | -0.25 | -0.69 | 0.41 | 10% | i | 47 | 17%
COc1ccc(NC(=O)COC(=O)c2ccc(S(=O)(=O)N(C)c3ccccc3OC)cc2)cc1OC | i | 3.7 | 1.9 | 3.3 | -4.7 | 1188 | i | 35 | -3 | -28 | -0.58 | -0.3 | 0.14 | 0.099 | -1% | i | 22 | -1%
O=C(Nc1cccc2ncccc12)c1ccc(-c2ccc(Cl)cc2Cl)o1 | i | 1.2 | 2.3 | 11 | 0.6 | 1338 | i | -7 | -7 | 1 | -0.84 | -0.14 | -0.6 | 0.92 | 4% | i | 47 | -1%
O=C(c1cnc2n(c1=O)CCS2)N(c1ccccc1)C1CCCCC1 | i | 5.0 | 1.7 | 3.8 | nt | nt | i | 6 | 12 | -5 | -0.71 | -0.24 | -0.024 | 0.57 | 7% | i | 20 | 3%
CCCOc1ccc(OCCOCCN2CCc3ccccc3C2)cc1 | i | 1.7 | 1.4 | 7.1 | nt | nt | i | -7 | 13 | 24 | -0.72 | -0.19 | -0.21 | 0.34 | 5% | i | 58 | 14%
CCCCC1CCC(C(=O)NCc2ccc3c(c2)OCO3)CC1 (stereo unspecified) | i | 1.4 | 1.2 | 1.3 | nt | nt | i | -6 | 1 | -5 | -0.6 | -0.41 | -0.31 | 0.75 | 5% | i | 61 | 9%
CN(C(=O)CSc1ncnc2scc(-c3ccccc3)c12)C1CCS(=O)(=O)C1 (stereo unspecified) | i | 1.3 | 1.4 | 4.7 | -1.4 | 1080 | i | 9 | -7 | 10 | 0.095 | -0.34 | -0.52 | -0.75 | 4% | i | 5 | -4%
C#CC[N+]1(CC#Cc2cccc3ccccc23)CCOCC1 | i | 1.8 | 1.8 | 3.4 | -0.5 | 1144 | i | -3 | 0 | 2 | 0.03 | -0.26 | -0.11 | 0.37 | 2% | i | 23 | 7%
CCn1c(SCC(=O)Nc2ccc(C)cc2)nc2nc3c(cc2c1=O)COC(C)(C)C3 | i | nt | nt | nt | -0.4 | 1109 | nt | nt | nt | nt | 0.95 | -0.31 | 0.42 | -0.11 | -6% | i | 29 | 15%

Shown in CSV form: 2 of the compounds above
Structure,Yfh1-off respiration,MT stabilizer,MT stabilizer Hoechst-high %,MT stabilizer cytotoxicity %,bCat nuc transl,bCat nuc transl cell count 5 µM,Autophagy mod,Autophagy mod cell loss 18 h,WT yeast gro inh,WT yeast gro inh mutant strain,Dynein transport,Dynein transport cytoplasmic EGFP,Dynein transport nuclear GR-EGFP,Dynein transport cell count,P. falciparum M17LAP,T cell modulator,T cell modulator vesicle-bound %,M1AAP inhibition
Brc1ccc(-c2ncc(-c3ccccc3)cn2)cc1,i,1.7,2.2,4.5,nt,nt,i,-36,-3,2,-0.89,-0.25,-0.69,0.41,10%,i,47,17%
COc1ccc(NC(=O)COC(=O)c2ccc(S(=O)(=O)N(C)c3ccccc3OC)cc2)cc1OC,i,3.7,1.9,3.3,-4.7,1188,i,35,-3,-28,-0.58,-0.3,0.14,0.099,-1%,i,22,-1%
